NR2E3 ag-1 = agonists of human nuclear receptor NR2E3; Q9Y5X4; GST-NR2E3/biotin-RetCOR TR-FRET, 1536-well; inhibition of corepressor binding, % at 4.78 µM; 320,000 tested, 0.12% active; AID 2300;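 active = percent inhibition above the cutoff of mean plus 3 SD of all tested compounds, set per screening campaign, cut at about 20% in these data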;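 also: 0% = DMSO wells and 100% = biotin wells as full block of FRET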
Target sequence (Q9Y5X4 whole entry, looked up): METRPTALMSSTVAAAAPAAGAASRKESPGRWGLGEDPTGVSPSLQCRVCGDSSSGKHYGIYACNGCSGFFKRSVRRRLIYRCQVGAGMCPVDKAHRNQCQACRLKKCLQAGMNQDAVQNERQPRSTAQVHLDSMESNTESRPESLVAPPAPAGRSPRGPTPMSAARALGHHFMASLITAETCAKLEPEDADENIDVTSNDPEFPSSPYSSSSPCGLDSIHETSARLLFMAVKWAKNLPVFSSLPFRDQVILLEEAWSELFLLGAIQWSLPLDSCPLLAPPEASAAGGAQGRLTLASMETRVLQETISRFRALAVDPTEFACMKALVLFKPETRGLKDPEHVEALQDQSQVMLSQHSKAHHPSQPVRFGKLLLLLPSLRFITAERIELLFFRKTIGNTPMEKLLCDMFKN
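System: GST-NR2E3 and biotin-RetCOR proteins; probe or stimulus: 7 nM biotin-RetCOR; doses: compound at 4.8 µM, single dose; schedule: Compound–protein incubation for 5 h at 4 °C; detection: time-resolved FRET; read-out: percent inhibition; controls: biotin wells as high control, 0.6% DMSO wells as low control; format: 1536-well plates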
NR2E3 ag-2 = agonists of human NR2E3 nuclear receptor. Q9Y5X4. CHO-S Gal4-NCOR/VP16-NR2E3 two-hybrid, luciferase. inhibition of corepressor binding, % at 3.98 µM. 360,000 tested, 0.35% active. AID 602229;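 active = inhibition above the mean of all tested compounds plus 3 SD, cut at about 70% in these data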;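 also: 0% = DMSO with NR2E3 transfected cells and 100% = cells lacking NR2E3 construct; higher means lower luciferase signal from less NR2E3 corepressor binding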
CF NFkB inh = cystic fibrosis NF-kB activation inhibition; 360,000 tested, 0.86% active; inhibition, % at 5 µM; KKLEB NF-kB-GFP reporter, PAF-induced, GFP fluorescence overnight;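 active = at least 50% inhibition at 5 µM, scaled per plate between neutral and stimulator controls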;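 also: PAF is a Pseudomonas aeruginosa culture filtrate used as stimulus; plate controls were PAF-stimulated DMSO wells for no effect and unstimulated DMSO wells for full effect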
Shn3 3UTR inh = reduces Shn3 3'UTR luciferase signal in osteoblasts; Clone20 osteoblast Shn3 3'UTR firefly luciferase, 24 h; inhibition, % at 12.5 µM; 360,000 tested, 0.52% active; AID 588674;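 active = mean inhibition of at least 75% with every replicate also reaching 75%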;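 also: 0% = median of neutral control wells and 100% = pilot-screen positive control compound; some compounds past the cut are filed as inactive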
EBV LMP1 NFkB = Epstein-Barr LMP1 NF-kappaB reporter inhibition; 350,000 tested, 0.69% active; LMP1-induced NF-kappaB luciferase reporter cells, luminescence; AID 504558; inhibition, % at 12.5 µM; in the data active = inhibition above about 41%;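 also: 0% = neutral control wells and 100% = reference inhibitor control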
HIF-2a inh = blocks HIF-2a reporter activity. inhibition, % at 18.8 µM. 786-0 RCC cells HIF-2a reporter, luciferase luminescence, overnight. 360,000 tested, 0.72% active;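 active = inhibition of the luminescence signal of 40% or more relative to plate controls, in a single-dose primary screen at 18.75 µM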
KKLEB cytotox = CF airway cell cytotoxicity counter-screen; 360,000 tested, 0.36% active; activity change (cytotoxicity), % at 5 µM; AID 602141; KKLEB CF airway cells viability, ATPlite luminescence, overnight; stronger effect = lower value; cells stimulated with P. aeruginosa culture filtrate;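 active = corrected activity change at or below -50% at 5 µM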
C8 TRAIL sens = sensitizes caspase-8 expressing cells to TRAIL. NB7+C8 cells + TRAIL, ATPlite viability luminescence. 360,000 tested, 1% active. inhibition (viability loss, TRAIL sensitization), % at 10 µM. AID 624354;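 active = compounds causing at least 50% loss of cell viability in the single-dose screen, relative to plate controls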
MITF TRPM1 inh = inhibitors of MITF-driven TRPM1 promoter in melanoma cells. SK-MEL-5 TRPM1 promoter luciferase, 24 h. inhibition, % at 12.5 µM. 330,000 tested, 0.83% active;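 active = mean inhibition across replicates of 60% or more, whatever share of single replicates reaches that level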; also: values of inactives mirror those of a sister screen read the other way
Peg3 promoter = reduces Peg3 promoter-driven luciferase expression in HeLa; inhibition, % at 20 µM; 360,000 tested, 1.7% active; HeLa PEG-Prom luciferase reporter, luminescence, overnight; AID 588405;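 active = inhibition of at least 50% at 20 µM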
hiPSC survival = hiPSC single-cell survival enhancement | 360,000 tested, 0.044% active | survival enhancement, % at 20 µM | AID 602274 | ATPlite luminescence; 100% = ROCK inhibitor wells, 0% = DMSO; in the data active = survival enhancement above about 18%;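 also: cells exposed to compounds for 16 hours before the ATP read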
Numbers without * were called inactive; / = not tested or not shown. The list is partial; count on the stated rates, not on these rows.

nr	Structure	EBV LMP1 NFkB	C8 TRAIL sens	hiPSC survival	NR2E3 ag-2	MITF TRPM1 inh	NR2E3 ag-1	KKLEB cytotox	HIF-2a inh	Shn3 3UTR inh	Peg3 promoter	CF NFkB inh
1	O=CC(=O)c1ccccc1	-2	-3	-2.2	-8	-1	0	10	1	8	-1	-27
2	COCCNCC(=O)N1c2ccccc2Sc2ccccc21	-5	-25	-0.3	-12	14	-1	9	3	2	4	-23
3	Cc1ccc(C)c(C(=O)CSc2nc(N)cc(=O)[nH]2)c1	4	-11	-0.1	2	5	-2	-14	15	51	4	-37
4	C=CCNC(=O)c1ccccc1S(=O)c1ccccc1C#N (stereo not given)	-5	-13	7.2	-1	5	1	-1	14	-5	10	-13
5	COc1ccccc1N1CCN(C(=O)CCNS(=O)(=O)c2ccc3c(c2)CCC(=O)N3)CC1	9	2	-2.1	-16	2	2	8	16	11	11	10
6	Cn1c(N2CCOCC2)c(C=O)c2ccccc21	3	3	-0.3	-33	8	0	12	-5	-27	3	0
7	CC(=O)N1CC(=O)N=C1SCC(=O)Nc1nc(-c2ccccc2)c(-c2ccccc2)s1	2	4	-1.6	11	-19	2	15	-5	-17	-10	48
8	Cc1c(CCO)sc[n+]1CC(=O)OC12CC3CC(CC(C3)C1)C2	3	-1	1.2	-14	-6	-3	16	7	8	2	6
9	COc1ccc(/C=N/Nc2nncc3ccccc23)cc1	-4	91*	-4.5	-171	5	3	-40	25	12	56*	-44
10	CCOC(=O)CCCNC(=O)COC(=O)CCC(=O)c1ccc(F)cc1	-2	0	1.4	-2	-2	1	7	15	-10	5	-5
11	O=C1C(=Cc2ccc(F)cc2)Cc2ccccc21	/	19	-1.3	-17	/	/	-14	-159	-19	-106	-32
12	Cc1cccc(CN2CCN(CC(=O)NCCCN3CCCC3=O)C2=O)c1	-12	-10	-2.1	-31	-1	2	11	13	9	5	-7
13	Cc1ccc(S(=O)(=O)NCc2ccc(C(=O)NC3CCCCC3)cc2)cc1	0	2	-0.2	19	-2	0	-6	4	20	22	-8
14	CCc1ccc2[nH]cc(C(=O)N3CCCCCC3)c(=O)c2c1	-13	-7	-0.3	-25	-5	4	-6	12	10	15	17
15	CCOC(=O)C(NC(C)=O)(NS(=O)(=O)c1ccccc1)C(F)(F)F (stereo not given)	-1	-12	1.4	-9	10	0	1	16	-15	-8	-2
16	O=C1CC(N(O)c2ccccc2)C(=O)N1c1cc(Cl)cc(Cl)c1 (stereo not given)	4	1	3.7	-40	5	1	8	-6	-29	4	5
17	Cc1occc1C(=O)N/N=C/c1ccc(Cl)c([N+](=O)[O-])c1	-3	9	0.1	-28	1	0	9	-31	-20	22	-18
18	COc1cccc(NC(=O)COC(=O)c2c(C)nn(-c3ccccc3)c2C)c1	-5	15	0.4	12	-12	2	-10	-92	-1	-13	-9
19	Cc1ccc(NC(=S)N2CCN(S(=O)(=O)c3ccccc3)CC2)cc1C	-3	-18	-0.6	-22	4	/	2	6	15	14	18
20	O=S(=O)(Nc1ccc(NS(=O)(=O)c2ccccc2)cc1)c1ccccc1	-7	-4	1.8	-53	/	/	8	-3	-9	-8	18
21	CC(=O)Nc1nnc(SCc2ccc(C(=O)Nc3ccccc3F)cc2)s1	0	-1	-3.0	-19	-17	1	-5	-40	-13	-43	16
22	Cc1nnc2ccc(-c3ccc(NC(=O)Cc4cccs4)cc3)nn12	7	-3	2.6	3	-6	-2	6	-62	2	-38	-53
23	O=C(CCn1c(=O)c2cccn2c2ccccc21)Nc1ccc(F)cc1	-1	1	0.4	-4	10	-1	6	17	-9	28	-40
24	COc1ccccc1NC(=O)c1cc2n(n1)C(C(F)(F)F)CC(c1ccc3c(c1)OCO3)N2 (stereo not given)	8	2	14	11	-1	2	-1	14	17	19	24
25	O=C(CN1CCCCC1)Nc1nnc(-c2ccc([N+](=O)[O-])cc2)s1	-7	-4	4.5	-32	8	1	-4	-49	-9	2	-12
26	O=C(COC(=O)c1ccccc1O)NCc1ccco1	0	-5	7.1	2	-3	/	-20	-1	-6	-13	15
27	CN1CCN(c2ccc(NC(=O)c3cc([N+](=O)[O-])ccc3N3CCOCC3)cc2)CC1	1	-10	0.2	-9	0	0	-13	18	2	4	-8
28	CCOC(=O)C1=C(O)/C(=C\c2ccc(OC)c(OC)c2)N=C1C	-6	1	0.0	-15	15	2	18	-3	-13	19	15
29	O=C(NCc1n[nH]c(=O)c2ccccc12)C1CC(=O)N(c2ccc(Cl)cc2)C1 (stereo not given)	7	9	-0.7	2	-5	8	-3	4	5	-4	-24
30	Cn1cc(CN2CCC(C(O)CCc3ccccc3)CC2)c(-c2ccccc2F)n1 (stereo not given)	2	-1	4.4	-17	11	-3	-1	14	-2	-4	0
31	CCCN1C(=O)c2cc(C(=O)Nc3ccc(OC)cc3OC)ccc2C1Nc1ccc(OC)cc1OC (stereo not given)	-32	-11	-2.8	14	-20	4	-28	22	20	32	-2
32	O=c1[nH]c(=O)n(Cc2ccc(Oc3ccccc3)cc2)cc1Br	5	-8	-0.5	-17	-10	2	-8	22	19	16	-35
33	Cc1cc(C(F)(F)F)nn1C(=O)c1cccnc1Cl	1	3	-1.9	17	3	-2	6	14	-32	7	1
34	CCN1CCN(C(=O)Cn2ncc3c([nH]c4ccc(C)cc43)c2=O)CC1	-2	-16	-0.6	-13	6	-3	7	9	7	14	-12
35	COC(=O)c1[nH]c2ccc(Br)cc2c1NC(=O)Oc1ccccc1	-13	-6	2.3	-32	-6	-6	-1	-195	-28	-40	-10
36	COc1ccc(S(=O)(=O)N2CCCCC2)cc1NC(=O)C1CCCO1 (stereo not given)	-2	0	-0.6	-15	10	1	-3	-4	-11	-11	-16
37	CCOC(=O)C1(C)CCCN(C(=O)c2cccc(OC(F)(F)F)c2)C1 (stereo not given)	/	-8	1.8	21	/	/	-6	7	-3	-2	2
38	O=C(c1ccccc1)N1CCN(c2ccccc2)CC1	-3	-8	1.2	-2	-5	/	0	-15	7	-4	-15
39	CN(C(=O)CSc1cc(C(=O)c2nccn2C)c2ccccc2n1)c1ccccc1	-3	4	-0.1	81*	17	-1	-6	50*	/	50	23
40	CC1=NNC(=O)C1CC(=O)N/N=C/C(C)=C/c1ccccc1 (stereo not given)	-5	4	2.1	-29	5	1	6	0	-7	-11	-16
41	Cc1cccc(C)c1OCCN1C(=O)NC(C)(c2ccccc2)C1=O (stereo not given)	3	-8	-2.5	-4	-3	-3	2	2	0	10	16
42	Cc1cc2c(c(C)c1CCO[C@@H]1O[C@H](CO)[C@@H](O)[C@H](O)[C@H]1O)C(=O)[C@@H](C)[C@@H]2O	-4	-1	-1.9	-24	-16	/	-3	15	-26	1	-4
43	O=C(NC(=S)NCc1cccnc1)c1ccccc1[N+](=O)[O-]	-1	1	-1.3	-9	-1	1	-2	6	18	13	19
44	Cc1ccccc1NC(=S)NC(C)CCc1ccccc1 (stereo not given)	5	-10	-0.7	0	3	-5	-10	15	4	16	-2
45	Cc1cnccc1CN(C)C(=O)C1CCC(=O)N(Cc2ccccc2F)C1 (stereo not given)	-1	-2	-0.3	-12	7	1	2	-2	1	0	16
46	Cc1ccsc1C(=O)N1CCC1(C)C(=O)NS(=O)(=O)c1ccc(C#N)cc1 (stereo not given)	/	8	-0.1	-4	/	/	0	14	-8	-7	-8
47	Cc1c(CC(=O)O)c(=O)oc2cc(OCc3ccc(F)cc3F)ccc12	0	-6	-0.5	-37	-1	2	9	-17	-9	-17	1
48	COC(=O)c1ccc(CNC(=O)CSc2nnc(COc3ccccc3)n2C)o1	-5	-10	1.6	-6	0	2	-7	4	-20	0	-9
49	Cc1ccccc1NC(=S)Nc1cccc2cnccc12	-5	3	-0.8	-22	-5	2	-23	-100	3	-50	1
50	CCn1cc(C(=O)N2CCN(c3ccc(OC)cc3)CC2)c(=O)c2cc(S(=O)(=O)N3CCCCC3)ccc21	34	1	0.6	7	-2	3	2	6	16	5	7
51	Cc1nc(SCc2nc3ccccc3[nH]2)c2oc3cc(Br)ccc3c2n1	-7	9	-0.5	4	-1	/	-8	-24	0	23	-10
52	CCCCCCN1C[C@@H](O)[C@H](n2cc(C3CC3)nn2)C[C@@H]1c1ccc(Cl)cc1	-6	1	-1.8	13	/	/	-14	4	30	45	4
53	COCCN(C(=O)COC(=O)CNC(=O)c1ccc(C)cc1)c1c(N)n(Cc2ccccc2)c(=O)[nH]c1=O	1	-18	-0.2	8	2	/	8	15	9	-4	-14
54	CCN1C(=O)[C@H]2[C@H]3CN=C(SCc4ccc(Cl)cc4)N3[C@@](C)(C(=O)OC)[C@H]2C1=O	-1	-6	0.5	-8	1	/	5	5	-12	-4	3
55	CCN(C(=O)COC(=O)/C=C/c1ccco1)c1c(N)n(Cc2ccccc2)c(=O)[nH]c1=O	-3	-1	0.3	2	-5	-1	1	13	-9	7	-20
56	O=C(CC1Sc2ccccc2NC1=O)OCc1cc(=O)oc2cc(O)ccc12 (stereo not given)	1	13	-0.1	-43	-3	0	8	-89	-41	14	1
57	COc1ccc(NC(=O)NS(=O)(=O)c2ccc(C)cc2)cn1	-22	2	0.9	18	-1	/	8	14	-10	-3	-33
58	CC1=C(C(=O)N(C)C)CC(CC(=O)NC2CCCC2)C(=O)N1CCC1=CCCCC1 (stereo not given)	-23	-3	4.3	-51	/	/	9	-161	-46	-140	4
59	O=C(NC(=S)Nc1cccc(NC(=S)NC(=O)c2ccco2)n1)c1ccco1	-1	13	-1.6	-29	-3	-1	-15	-66	-34	-19	7
60	CC(=O)Oc1ccc2ccccc2c1C(NC(=O)Cc1ccccc1)c1ccccc1 (stereo not given)	-31	1	1.4	8	7	-3	2	-10	25	23	-6

Some of these compounds in order of SMILES length, low to high.
nr	Structure	EBV LMP1 NFkB	C8 TRAIL sens	hiPSC survival	NR2E3 ag-2	MITF TRPM1 inh	NR2E3 ag-1	KKLEB cytotox	HIF-2a inh	Shn3 3UTR inh	Peg3 promoter	CF NFkB inh
57	COc1ccc(NC(=O)NS(=O)(=O)c2ccc(C)cc2)cn1	-22	2	0.9	18	-1	/	8	14	-10	-3	-33
10	CCOC(=O)CCCNC(=O)COC(=O)CCC(=O)c1ccc(F)cc1	-2	0	1.4	-2	-2	1	7	15	-10	5	-5
51	Cc1nc(SCc2nc3ccccc3[nH]2)c2oc3cc(Br)ccc3c2n1	-7	9	-0.5	4	-1	/	-8	-24	0	23	-10

Next section.
nr	Structure	EBV LMP1 NFkB	C8 TRAIL sens	hiPSC survival	NR2E3 ag-2	MITF TRPM1 inh	NR2E3 ag-1	KKLEB cytotox	HIF-2a inh	Shn3 3UTR inh	Peg3 promoter	CF NFkB inh
61	Cc1ccc(C(=O)N[C@H](C(=O)Nc2ccc(N3CCOCC3)cc2)C(C)C)cc1	6	-2	-0.4	-8	18	/	-1	17	5	16	2
62	CCCCNC(=O)CN1CCN(Cc2ccc3cc(OC)ccc3c2)CC1	5	8	-0.5	26	-2	0	2	5	-7	-4	3
63	O=C(Nc1ccccc1)/C(=C/c1ccc(O)cc1)NC(=O)c1ccco1	-3	5	0.4	-13	-12	5	0	8	16	-1	-1
64	O=C(NCCCNC(=O)c1ccco1)c1ccc(Cl)cc1	-1	0	-0.5	-7	-9	2	3	-25	-58	5	-13

Compound activity (PubChem BioAssay)
